# Bioassay records deposited in PubChem BioAssay by several laboratories.
# bIAP activator: intestinal alkaline phosphatase (bovine) activation; purified bovine IAP, CDP-star luminescence, 30 min; active compounds read high; fold of DMSO-control signal, blank-subtracted; activation factor at 20 µM; actives 0.17% (n = 200,000); AID 1016;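 active means activation factor of 2 or more at 20 µM, a signal rise over negative controls twice the positive control's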
# TNAP inh noacc: blocks human TNAP activity with no phosphate acceptor present. purified TNAP, CDP-star luminescence, 30 min. inhibition, % at 20 µM. actives 0.26% (n = 200,000);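 active means tissue-nonspecific alkaline phosphatase inhibition above about 50% at 20 µM in the single-dose screen, limit read from the data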;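 further: 0% = DMSO negative control and 100% = EDTA positive control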
# Target sequence (P05186 whole entry, looked up): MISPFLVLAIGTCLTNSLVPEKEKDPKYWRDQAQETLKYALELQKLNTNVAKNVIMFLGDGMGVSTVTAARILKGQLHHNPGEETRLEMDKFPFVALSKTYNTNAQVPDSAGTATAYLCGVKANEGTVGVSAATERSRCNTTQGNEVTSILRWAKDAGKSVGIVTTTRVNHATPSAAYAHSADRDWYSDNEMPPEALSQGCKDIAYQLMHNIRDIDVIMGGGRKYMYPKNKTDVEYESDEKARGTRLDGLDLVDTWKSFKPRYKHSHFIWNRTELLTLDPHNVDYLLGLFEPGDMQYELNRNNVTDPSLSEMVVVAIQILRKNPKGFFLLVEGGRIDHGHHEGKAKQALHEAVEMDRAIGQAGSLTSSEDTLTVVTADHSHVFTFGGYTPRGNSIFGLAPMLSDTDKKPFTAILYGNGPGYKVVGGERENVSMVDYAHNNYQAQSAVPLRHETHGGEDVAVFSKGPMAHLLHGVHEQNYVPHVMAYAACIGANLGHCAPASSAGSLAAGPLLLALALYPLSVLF
# bIAP inhibitor: blocks bovine intestinal alkaline phosphatase activity; inhibition, % at 20 µM; AID 1019; purified bovine IAP, CDP-star luminescence, 30 min; 190,000 tested, under 10 active;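 active means over 50% inhibition of intestinal alkaline phosphatase at 20 µM in the single-dose screen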
#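 System: Purified bovine intestinal alkaline phosphatase (IAP) enzyme | Input: IAP diluted 1/65,000,000 in the well | Also added: CDP-star chemiluminescent phosphatase substrate, 30 µM final | Dosing: 20 µM single dose | Times: Enzyme reaction for 30 min at room temperature | Detection: Luminescence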
# Diaphorase act: diaphorase activation or chemical reduction counter-screen; Diaphorase/resazurin coupled assay, resorufin fluorescence, 16 min; active compounds read high; 1 = vehicle wells, 0 = NADH-free wells; activation factor at 20 µM; actives 0.005% (n = 190,000);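 active means diaphorase activity raised at least twofold by the compound at 20 µM; inactive means activation factor below 2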
#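 Assay system: Purified diaphorase enzyme from Clostridium kluyveri | Amount: Enzyme 0.07 U/mL final | Dosing: Compound 20 µM once, DMSO 1% | Timing: 16 min reaction at room temperature | Detection: Fluorescence, excitation 544 nm and emission 590 nm | Evaluation: Higher resorufin formation from activation or reduction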
# TNAP inh hiacc: blocks human TNAP under high phosphate acceptor concentration | P05186 | purified TNAP, CDP-star luminescence, 1 M DEA | inhibition, % at 20 µM | actives 0.03% (n = 200,000) | AID 1135;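 active means over 50% inhibition of tissue-nonspecific alkaline phosphatase at 20 µM in the single-dose screen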;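 further: plate controls were DMSO wells for no effect and EDTA-quenched wells as full inhibition for full effect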
# Diaph inh CS: counter-screen for diaphorase-based assays: diaphorase inhibitors and chemical oxidizers; diaphorase resazurin-to-resorufin fluorescence, NADH, 16 min; bacterial (C. kluyveri) enzyme, not human; actives 0.69% (n = 190,000); inhibition, % at 20 µM;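 active means primary screen inhibition at 20 µM above a set limit, cut at about 50% in these data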;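 further: plate controls were DMSO with full reaction for no effect and wells lacking NADH for full effect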
#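 Detection: fluorescence of resorufin formed from resazurin, Ex 544/Em 590 nm; test system: Clostridium kluyveri diaphorase enzyme; amount: 0.14 U/mL diaphorase, enzyme working solution; times: 16-min room-temperature incubation before reading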
# TNAP act hiacc: increases human TNAP activity under high phosphate acceptor concentration. P05186. purified TNAP, CDP-star luminescence, 1 M DEA, 30 min; active compounds read high; 0 = EDTA background, 1 = DMSO-only activity. AID 1136. 200,000 tested, under 10 active. activation factor at 20 µM;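 active means activation factor at least 2 at 20 µM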
#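 Dosing: 20 µM single point. System: human TNAP. Amount: TNAP 1/800 final. Incubation: 30 min, room temperature. Read-out: TNAP activation factor scaled between EDTA and DMSO control wells. Signal: luminescence from CDP-star hydrolysis. Medium: 1 M DEA, pH 9.8, Mg2+, Zn2+. Control set: EDTA negative control, DMSO positive control.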
# Lmaj promast: Leishmania major promastigote growth inhibition; Leishmania major promastigotes, resazurin fluorescence viability; inhibition, % at 10 µM; actives 9% (n = 200,000); in the data active means inhibition above about 50%;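 further: promastigotes grown with compound for 44 hours at 28 °C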
# PMI activator: increases human mannose-6-phosphate isomerase activity; P34949; purified human PMI, coupled resazurin fluorescence, 20 min; active compounds read high; 1 = vehicle control, 0 substrate-free wells; activation factor at 20 µM; actives 0.005% (n = 190,000);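 active means activation factor of 2 or more at 20 µM, relative to plate controls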
# Target sequence (P34949 whole entry, looked up): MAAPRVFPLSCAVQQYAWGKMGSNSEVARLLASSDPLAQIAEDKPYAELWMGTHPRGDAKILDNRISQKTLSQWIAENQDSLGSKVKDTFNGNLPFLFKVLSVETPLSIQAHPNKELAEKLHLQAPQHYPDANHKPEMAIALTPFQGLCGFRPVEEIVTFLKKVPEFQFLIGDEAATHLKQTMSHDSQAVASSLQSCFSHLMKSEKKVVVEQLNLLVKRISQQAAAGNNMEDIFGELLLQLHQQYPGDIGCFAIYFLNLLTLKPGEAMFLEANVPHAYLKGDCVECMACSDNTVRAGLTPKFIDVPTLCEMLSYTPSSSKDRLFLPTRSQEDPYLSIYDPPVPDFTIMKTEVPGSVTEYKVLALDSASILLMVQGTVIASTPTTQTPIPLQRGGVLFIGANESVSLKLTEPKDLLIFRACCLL
# PMI act hi M6P: PMI (human) activation, high substrate. P34949. activation factor at 20 µM. coupled PMI enzyme assay, resazurin fluorescence, 20 min; active compounds read high; 1 = untreated enzyme, 0 = substrate-free blank. actives 0.34% (n = 190,000). AID 1216;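 active means activation factor of 2 or more at 20 µM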
#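 Test system: Human PMI in coupled enzyme assay | Input: 15 ng/mL PMI | Medium: HEPES-buffered pH 7.4 with magnesium and detergent | Compound: One concentration, 20 µM, in 1% DMSO | Incubation: Enzyme reaction with compound 20 min at room temperature | Detection: Diaphorase-driven resazurin-to-resorufin fluorescence, excitation 544, emission 590 nm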
# An asterisk follows results filed as active; . = not tested or not shown. An unsorted share of the library. About 10% of those tested had a hit in this group.
SMILES,bIAP activator,TNAP inh noacc,bIAP inhibitor,Diaphorase act,TNAP inh hiacc,Diaph inh CS,TNAP act hiacc,Lmaj promast,PMI activator,PMI act hi M6P
CN(/C(=N/S(=O)(=O)c1cccs1)c1ccccc1)c1ccc(O)cc1,0.9,-6,10,0.9,-4,10,1,7,1,1
CCOC(=O)c1cc(-c2ccccc2)sc1NC(=O)c1ccc(OC)cc1,0.8,-3,22,1,-5,-5,1.1,-10,0.3,0.7
COc1ccc(OC)c(NC(=O)Cn2cccc2)c1,1.2,7,-16,1,2,3,1,-6,1.1,1
COc1cccc(C2C(C#N)=C(N)Oc3cc(C)[nH]c(=O)c32)c1OC (configuration not stated),1,-11,-1,1.1,-1,-12,1,-3,1,1.1
Nc1ncnc2nc(SCCc3ccccc3)[nH]c12,1.3,4,-32,0.9,-4,7,1,6,0.9,1
Cc1csc2c(=O)n3c(nc12)CCCCC3,0.9,-6,8,0.9,3,8,1,-3,0.9,1
Cc1ccc(SCc2cn3cccnc3n2)cc1,0.9,-3,14,0.8,-3,21,1,-8,0.9,0.9
CC(C)(C)C1c2[nH]c3ccccc3c2CCN1CCCn1cccn1 (configuration not stated),0.9,-5,8,0.9,-8,6,1.1,23,0.6,1
CC(=O)Nc1ccc(CNC(=O)C[N+]2(C)CCOCC2)cc1,1.1,-10,-7,1,-5,2,1.1,-6,1,1
CN1CCN(CC(O)COC(c2ccccc2)c2ccccc2)CC1 (configuration not stated),1.1,-14,-11,1,-7,1,1.1,-1,1,1
CCC1SC(=NC(=O)c2ccc(Cl)c(Cl)c2)NC1=O (configuration not stated),0.9,-6,6,1,0,-3,1,-9,1,1.1
CC1CC1C(=O)OCC(=O)NC(=O)NC12CC3CC(CC(C3)C1)C2 (configuration not stated),1,-11,4,1,-2,3,1,5,1,1
COc1ccccc1NC(=O)CCSCCC(=O)Nc1ccccc1OC,1,-13,-2,0.9,-1,11,1,-6,1,1
CC(=O)N1CCN(c2ccccc2NC(=O)c2ccc(-c3cccc([N+](=O)[O-])c3)o2)CC1,1.1,-8,-11,0.7,-1,30,1,14,1,0.9
CCN(CC)CCOc1ccc2nc(N(C)C)sc2c1,1.1,-8,-11,1,-4,1,1,36,0.9,0.9

# Whole records as entered above. Order of screens: bIAP activator, TNAP inh noacc, bIAP inhibitor, Diaphorase act, TNAP inh hiacc, Diaph inh CS, TNAP act hiacc, Lmaj promast, PMI activator, PMI act hi M6P
# COc1cccc(C2C(C#N)=C(N)Oc3cc(C)[nH]c(=O)c32)c1OC (configuration not stated) across the screens: 1, -11, -1, 1.1, -1, -12, 1, -3, 1, 1.1
# CC(=O)Nc1ccc(CNC(=O)C[N+]2(C)CCOCC2)cc1 across the screens: 1.1, -10, -7, 1, -5, 2, 1.1, -6, 1, 1
# CN1CCN(CC(O)COC(c2ccccc2)c2ccccc2)CC1 (configuration not stated) across the screens: 1.1, -14, -11, 1, -7, 1, 1.1, -1, 1, 1

# The listing continues.
SMILES,bIAP activator,TNAP inh noacc,bIAP inhibitor,Diaphorase act,TNAP inh hiacc,Diaph inh CS,TNAP act hiacc,Lmaj promast,PMI activator,PMI act hi M6P
O=C1c2ccccc2C(Nc2ccccc2)N1c1cccnc1 (configuration not stated),0.9,-7,6,0.8,0,21,1,4,0.9,0.9
CC(C)Cn1c(-c2ccccc2)nc2ccccc2c1=O,1,-6,3,1,3,-2,1,8,1,1
Cc1ccnc(NC(c2ccncc2)c2c(C)[nH]c3ccccc23)c1 (configuration not stated),1,-3,3,0.8,-2,21,1,18,0.8,0.8
CCCc1nc2oc3c(NCCN4CCOCC4)ncnc3c2c2c1CCCC2,1,10,-2,0.9,-8,8,1.1,.,1,1
CC(C)c1ccc(/C=C/C(=O)Nc2nncs2)cc1,0.9,-5,14,0.9,-2,9,1,-6,1,1
COc1ccc(N(CC(=O)Nc2cccc(C(C)=O)c2)S(C)(=O)=O)cc1OC,0.9,-11,6,0.8,-7,16,1.1,-2,1,1
CSc1ccc(CN(C)Cc2nc3cc(C(F)(F)F)ccc3c(=O)[nH]2)cc1,1,-66,3,0.8,-6,23,1.1,7,0.9,0.9
O=[N+]([O-])c1cc(C(F)(F)F)ccc1N1CCCNCC1,0.9,3,8,0.8,6,19,0.9,79*,0.9,1
CCCCOc1ccc(N(CC(=O)NC(C)C)C(=O)CCC(=O)Nc2ccccn2)cc1,1,-4,5,0.9,-4,8,1,1,1,1
Cc1cc(C)c(C#N)c(N2CCCC2)n1,0.8,-10,16,0.9,-2,14,1,-8,0.9,0.9
Cc1nn(-c2nnc(NCc3ccccc3)nn2)c(C)c1Br,1,0,2,0.9,-1,8,1,84*,0.9,0.6
O=C(Nc1ccc2oc(-c3ccc4ccccc4c3)nc2c1)c1ccc2c(c1)OCCO2,1.1,-4,-6,1.1,-1,-9,1,-2,0.9,1
COc1ccc(S(=O)(=O)Nc2ccc(F)cc2)cc1N(C)S(=O)(=O)c1ccc(Cl)cc1,1,-8,0,0.8,-6,20,1.1,100*,0.8,0.9
CN(C)c1ccc(N2CN=C3SCC(=O)N3C2)cc1,0.9,-1,12,0.9,3,10,1,62*,0.8,0.6
COc1ccc(/C=C/c2nc(N)nc(-c3ccccc3O)n2)cc1,1,1,-3,1,-4,0,1,21,1,1
CCS(=O)(=O)N1CCN(C(C)CCc2ccccc2)CC1 (configuration not stated),1.3,-13,-29,0.9,-6,14,1.1,75*,1,1.1
CC(Sc1ccc(Cl)cc1)C(=O)Nc1ccc2c(c1)OCO2 (configuration not stated),1,-6,0,0.8,0,18,1,1,1,1
CN(C)S(=O)(=O)c1cccc(NC(=S)NC(=O)C2CCCCC2)c1,1.2,-5,-16,0.8,2,22,1,3,0.9,0.8
CCOC(=O)C(C(=O)c1ccccc1)C1CC(C)NC(=S)N1 (configuration not stated),1,-5,0,0.8,4,16,1,-4,0.8,0.9
COc1ccc(CC(=O)Nc2c3c(nn2-c2ccccc2C)CS(=O)C3)cc1 (configuration not stated),1,-6,-2,1,0,3,1,-1,1.1,1.1
CC1CN(S(=O)(=O)c2ccc(C(=O)Nc3nnc(-c4ccco4)o3)cc2)CC(C)O1 (configuration not stated),1.1,-20,-10,1,-1,5,1,-8,1.3,1.1
CCCCn1c(SCC(=O)NCc2ccco2)nnc1-c1ccco1,0.9,-12,5,1,-6,4,1.1,6,1,0.9
O=C(CSc1nccn1-c1ccc(Cl)cc1)Nc1ccc2c(c1)OCO2,0.8,-5,22,1,-1,1,1,7,0.9,1.1
COc1ccccc1NC(=O)COC(=O)C1CCN(/C=C/C(=O)C(F)(F)F)CC1,1.2,-6,-19,0.9,0,14,1,-3,1.1,1
Cc1cc2nc3c(c(C(F)(F)F)n2n1)CCCC3,0.9,-8,9,0.9,-1,13,1,-2,1,1
CSc1ccc(/C=N/NC(=O)c2sccc2C)cc1,0.9,2,8,0.9,-4,13,1,-4,1,1
CC1=CC2=NCC(O)CN2C=C1 (configuration not stated),0.9,4,15,0.9,-4,8,1,-5,1.1,1
O=C(C1=NN[C@@H]2C(=O)N(c3cccc(F)c3)C(=O)[C@H]12)C(c1ccccc1)c1ccccc1,0.9,0,13,0.8,3,17,1,-6,0.9,1
CCC1(c2ccc(F)cc2)NC(=O)N(CC(=O)Nc2ccc(-c3nc4ccc(C)cc4s3)cc2)C1=O (configuration not stated),0.4,-11,.,1.1,2,-8,1,8,1,1.1
CCN1CCN(c2ccc(NC(=O)c3cccc(OCc4ccccc4)c3)cc2)CC1,1,-1,2,1,-4,-4,1,-2,1,1
COc1ccc(S(=O)(=O)N2CCC(O)(c3cccnc3)CC2)cc1OC,1,-10,4,1,-3,1,1,6,1.1,1.1
Cc1cc(C)nc(NC(=O)c2cnc3sccn3c2=O)n1,1,-7,0,0.9,4,14,1,-7,0.8,0.8
CC(=O)NNC(=O)c1cc2c3ccccc3n(C)c2s1,1.2,-20,-25,0.7,-6,27,1.1,3,1,1
Cc1cccc(OCCNc2nc3c(c(=O)n(C)c(=O)n3C)n2C)c1,1,-5,-4,1,1,1,1,-1,0.9,1
O=C(Cc1cccs1)N(Cc1ccco1)C1(C(=O)NC2CCCCC2)CCCCC1,1.1,-21,-7,1.1,-12,-5,1.1,34,1,1
N#Cc1c(N)nc2c3c(sc(=N)c2c1N)NC(=O)CC3c1ccccc1Cl (configuration not stated),0.9,-10,5,0.9,0,5,1,76*,0.9,1
CCn1c2ccccc2c2nnc(NN)nc21,1.2,4,-20,0.8,3,16,1,49,1.2,1
O=C(NNC(=O)c1cc(-c2ccccc2)nn1-c1ccccc1)c1ccccc1,1,-125,-4,0.9,-2,14,1,25,0.8,0.9
Cn1c(CSc2nc3ccccc3s2)nnc1SCC(=O)NCCN1CCOCC1,1.1,0,-6,0.9,-1,10,1,.,1.1,1.1
CCSc1nc2ccccc2n1Cc1ccccc1F,0.6,-3,39,0.9,0,5,1,1,1,1
COC(=O)Cc1[nH]n(-c2nc3ccccc3s2)c(=O)c1C(C)=O,0.9,-5,8,0.8,-1,17,1,-7,0.9,0.9
COc1ccc(-n2c(SCC(=O)Nc3ccc4c(c3)OCO4)nc3ccccc3c2=O)cc1,1.2,-2,-17,0.7,-8,27,1.1,24,1.1,0.9
CCCCC(=O)NS(=O)(=O)c1ccc(NS(C)(=O)=O)cc1,1,-11,-4,0.9,-5,6,1.1,1,1.1,1.1
Cc1ccc(C2CC2c2n[nH]c(=S)n2-c2cccc(Cl)c2)cc1 (configuration not stated),0.6,11,39,0.7,1,30,1,-4,0.9,0.8
Cc1ncc([N+](=O)[O-])n1CC(O)CCl (configuration not stated),0.9,-10,13,0.9,-4,9,1,-2,1,1

# 3 records drawn at random from those above:
SMILES,bIAP activator,TNAP inh noacc,bIAP inhibitor,Diaphorase act,TNAP inh hiacc,Diaph inh CS,TNAP act hiacc,Lmaj promast,PMI activator,PMI act hi M6P
COc1ccc(S(=O)(=O)N2CCC(O)(c3cccnc3)CC2)cc1OC,1,-10,4,1,-3,1,1,6,1.1,1.1
Cc1ccc(C2CC2c2n[nH]c(=S)n2-c2cccc(Cl)c2)cc1 (configuration not stated),0.6,11,39,0.7,1,30,1,-4,0.9,0.8
Cc1cccc(OCCNc2nc3c(c(=O)n(C)c(=O)n3C)n2C)c1,1,-5,-4,1,1,1,1,-1,0.9,1
